USP2a inh: qHTS Assay for Inhibitors of Ubiquitin-specific Protease USP2a Using CHOP2 as the Reporter; USP2 core, Ub-CHOP2 coupled fluorogenic reporter, 485/531; Ubiquitin carboxyl-terminal hydrolase 2 (Homo sapiens), O75604; Potency, µM (top dose mostly 38.3 µM), for inactives: at the highest dose activity change, negative = inhibition, usual class: inhibitors; 330,000 compounds, 0.01% hits;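 further: potency means the concentration at half of the fitted maximal effect; plate controls were DMSO wells for no effect and full inhibition by NEM control for full effect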
Target sequence (O75604 whole entry, looked up): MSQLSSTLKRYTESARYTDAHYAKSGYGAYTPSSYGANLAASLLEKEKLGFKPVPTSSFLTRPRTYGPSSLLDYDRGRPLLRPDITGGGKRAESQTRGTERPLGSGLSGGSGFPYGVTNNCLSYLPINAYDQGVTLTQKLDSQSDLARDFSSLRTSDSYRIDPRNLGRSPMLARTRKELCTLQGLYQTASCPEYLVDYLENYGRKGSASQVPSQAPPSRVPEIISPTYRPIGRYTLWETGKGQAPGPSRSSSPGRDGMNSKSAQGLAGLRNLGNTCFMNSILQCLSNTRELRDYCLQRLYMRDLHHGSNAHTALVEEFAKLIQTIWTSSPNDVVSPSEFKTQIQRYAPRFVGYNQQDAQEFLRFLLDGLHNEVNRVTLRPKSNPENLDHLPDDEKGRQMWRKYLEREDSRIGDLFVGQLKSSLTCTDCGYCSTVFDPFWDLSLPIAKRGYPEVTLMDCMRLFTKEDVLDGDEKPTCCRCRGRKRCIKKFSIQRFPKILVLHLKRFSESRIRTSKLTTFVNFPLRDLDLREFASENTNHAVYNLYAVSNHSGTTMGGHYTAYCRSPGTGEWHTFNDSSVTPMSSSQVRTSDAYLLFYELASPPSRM
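Deubiquitinase activity read as fluorescence (485/531 nm) after Ub-CHOP2 cleavage activates the enterokinase reporter on its substrate; USP2 core 10nM, Ub-CHOP2 and substrate 25nM each, 30min compound preincubation then 60min RT; data normalized to NEM, curves fitted.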
Chronic BCR inh: qHTS Assay to Find Inhibitors of Chronic Active B-Cell Receptor Signaling; 340,000 compounds, 0.05% hits; ABC-DLBCL IkBa-CBG/CBR reporter, luminescence ratio, 4 h; Potency, µM (top dose mostly 46.1 µM), for the others: at the top dose ratio change, negative = lower green/red ratio, hits mostly inhibitors; active means well fitted inhibition curve with a large enough effect in the signal ratio, with a control signal flat, not every such curve was filed as active; inconclusive means small, poorly fitted or top-dose-only effect, or effect the other way, or a change in a side signal; the % refers to the signal ratio;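 further: potency means the concentration at half of the fitted maximal effect; plate controls were basal doxycycline-induced cells for no effect and cells given 10 µM MG132 for full effect; MG132 reads +100%, hits lower the ratio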
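Compounds up to 46 uM were incubated four hours with TMD8 cells whose green CBG68 luciferase is fused to IkappaBalpha; red CBR luminescence normalised the signal, and concentration-effect curves were fitted to fusion, red and ratio data.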
TSHR antag: Antagonists of the Thyroid Stimulating Hormone Receptor: HTS campaign. 330,000 compounds, 0.2% hits. AID 504810, 2011. activity change, negative = inhibition, % at 11.5 µM. TSHR-expressing cells, TSH-stimulated cAMP HTRF, 2 h; active compounds read low;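 active means activity change below a set negative limit, meaning inhibition stronger than a set level, cut at about -70% in these data; inconclusive means activity change between two set negative limits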; further: on the % scale 0 is the no-effect control and ±100 the full control effect
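TSHR-expressing cells were treated with compounds, then stimulated with TSH at EC80 (4nM final) for 2 hours at 37 deg C. Cellular cAMP was measured by HTRF competition between lysate cAMP and cAMP-d2 for a cryptate-labelled anti-cAMP antibody.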
KCNH2 WT inh: qHTS for Inhibitors of KCHN2 3.1: Wildtype qHTS; U2OS, BacMam KCNH2, thallium flux FluxOr; active compounds read low; activity change, % at 1.84 µM; 340,000 compounds, 0.37% hits;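 active means maximum activity change below -70%; inconclusive means maximum activity change between -70% and -50%; inactive means maximum activity change above -50%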; further: on the % scale 0 is the no-effect control and ±100 the full control effect
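U2OS cells were transduced with wild-type KCNH2 virus (2.03 x 10^8 / mL) for 4 h at room temperature, then cultured overnight at 37 C. Thallium flux was read with FluxOr dye. Rate constants were normalized to DMSO controls.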
Eya2 phos inh: qHTS Assay for Inhibitors of the Phosphatase Activity of Eya2; recombinant Eya2, OMFP fluorescence dephosphorylation (OMFP is methylfluorescein phosphate); Protein phosphatase EYA2 (Homo sapiens), O00167; Potency, µM (doses to about 76.9 µM), for inactives: at the top dose activity, negative = inhibition, usual class: inhibitors; AID 488837, 2010; 330,000 compounds, 0.006% hits; further: potency means the concentration at half of the fitted maximal effect; on the % scale 0 is the no-effect control and ±100 the full control effect
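Eya2 protein (added as 0.2 uM solution) was preincubated with compound for 10 min at ambient temperature in 50 mM HEPES pH 7.5, 50 mM NaCl, 5 uM MgCl2, 0.05% BSA, 1 mM DTT. OMFP (added at 50 uM) then reacted 10 min; fluorescence read at 485/525 nm.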
ASM inhibitor: Inhibitors of Secretory Acid Sphingomyelinase (S-ASM): qHTS; Sphingomyelin phosphodiesterase (Homo sapiens), P17405; placental ASM, HMU-PC fluorogenic substrate, 60 min; Potency, µM (highest dose often 57.5 µM), for the others: at the highest dose activity change, negative = inhibition, hits mostly inhibitors; 340,000 compounds, 0.006% hits; AID 504937, 2011; further: potency means the concentration at half of the fitted maximal effect
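Human placenta-derived ASM preincubated with compound 10 min at room temperature, then reacted with 9 uM (final) fluorogenic HMU-PC substrate for 60 min at 37 C. Stop solution raises pH to 10; fluorescence read at Ex 386/Em 447 nm.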
Menin MLL FP TR: qHTS Assay for Inhibitors Targeting the Menin-MLL Interaction in MLL Related Leukemias: Competition With Texas Red Labeled MLL-derived Mutant Peptide; Menin + Texas Red MLL mutant peptide, fluorescence polarization; Potency, µM (doses to about 61.6 µM), for the others: top-dose FP activity change, negative = inhibition, hits mostly inhibitors; 270,000 compounds, 0.23% hits; AID 1768, 2009; active means well fitted inhibition curve with a large enough effect in the polarisation, with a control signal flat, not every such curve was filed as active; inconclusive means small, poorly fitted or top-dose-only effect, or effect the other way, or a change in a side signal; inactive means no such curve, though single readings can be large or run the other way; the % refers to the polarisation; further: potency means the concentration at half of the fitted maximal effect; % of control where 0% means no effect; many of its hits are not listed in these tables
MBNL1-CUG inh: qHTS Assay for Inhibitors of MBNL1-poly(CUG) RNA binding; Muscleblind-like protein 1 (Homo sapiens), Q9NR56; TR-FRET MBNL1-His/biotin-(CUG)12 binding, 665/545 ratio; Potency, µM (series often up to 57.5 µM), without a hit: at the highest dose activity change, negative = inhibition, hits mostly inhibitors; 280,000 compounds, 0.036% hits; AID 2675, 2010; active means well fitted inhibition curve with a large enough effect in the signal ratio, with a control signal flat, not every such curve was filed as active; inconclusive means small, poorly fitted or top-dose-only effect, or effect the other way, or a change in a side signal; inactive means no such curve, though single readings can be large or run the other way; the % refers to the signal ratio; further: potency means the concentration at half of the fitted maximal effect; on the % scale 0 is the no-effect control and ±100 the full control effect
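Compound titration spanned 92 nM–58 uM against the MBNL1-His/biotin-(CUG)12 complex. After 60 min at room temperature with 5 nM streptavidin-XL665 and 0.055 ng/ul terbium anti-His, ratiometric 665/545 nm emission (Ex 340 nm) normalized to controls.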
GALK inh: qHTS Assay for Inhibitors of Human Galactokinase (GALK); P51570; Purified GALK, Kinase-Glo residual ATP luminescence; Potency, µM (top dose mostly 57.5 µM), for the others: top-dose activity change, negative = inhibition, hits mostly inhibitors; 270,000 compounds, 0.007% hits; AID 1868, 2009; further: potency means the concentration at half of the fitted maximal effect; on the % scale 0 is the no-effect control and ±100 the full control effect
Target sequence (P51570 whole entry, looked up): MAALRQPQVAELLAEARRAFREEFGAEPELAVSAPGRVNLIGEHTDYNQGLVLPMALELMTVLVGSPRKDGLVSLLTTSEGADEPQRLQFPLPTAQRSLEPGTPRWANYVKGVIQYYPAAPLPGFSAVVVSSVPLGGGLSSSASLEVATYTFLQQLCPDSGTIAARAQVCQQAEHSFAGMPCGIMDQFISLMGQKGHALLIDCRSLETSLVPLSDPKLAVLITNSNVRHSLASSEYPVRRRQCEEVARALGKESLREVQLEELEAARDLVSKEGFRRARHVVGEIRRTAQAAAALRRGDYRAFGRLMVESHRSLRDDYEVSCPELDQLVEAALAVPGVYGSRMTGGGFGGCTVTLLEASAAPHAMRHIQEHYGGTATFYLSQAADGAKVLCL
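Quantitative HTS: GALK 5 nM, ATP 35 uM, galactose 100 uM, 1 h room temperature, then luciferase-based ATP detection.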
PKM2 activator: qHTS Assay for Activators of Human Muscle isoform 2 Pyruvate Kinase; Pyruvate kinase PKM (Homo sapiens), P14618; purified PKM2, Kinase-Glo ATP luminescence, activation; response scale: 0% is enzyme alone, no compound; 260,000 compounds, 0.34% hits; Potency, µM (series often up to 57.5 µM), for inactives: top-dose activation, hits mostly activators; AID 1631, 2009; further: potency means the concentration at half of the fitted maximal effect; on the % scale 0 is the no-effect control and ±100 the full control effect; nearly all actives have a fitted effect of over 55% in size
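Purified hPK-M2 (>95%) run at intermediate activity with 0.1 mM ADP and 0.5 mM PEP in 50 mM imidazole pH 7.2, KCl, MgCl2; 1 h room temperature. ATP formed read by Kinase-Glo luminescence; normalized to uninhibited and no-enzyme controls.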
Mito fusion yeast: qHTS Assay for Small Molecule Inhibitors of Mitochondrial Division or Activators of Mitochondrial Fusion. 320,000 compounds, 0.23% hits. Potency, µM (doses to about 46.1 µM), for the others: top-dose growth rescue (activation), most hits filed as activators. S. cerevisiae fusion-defective mutant growth rescue, CellTiterGlo 48 h. AID 485298, 2010;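 further: potency means the concentration at half of the fitted maximal effect; % of control where 0% means no effect; nearly all actives have a fitted effect of over 45% in size; temperature-sensitive fusion mutants such as fzo1-1 at 37 °C on non-fermentable ethanol glycerol medium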
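Growth-rescue viability read-out: after 48 h at the non-permissive 37C in glycerol/ethanol YPEG, yeast mitochondrial fusion mutants are measured by CellTiterGlo luminescence; compounds (23 nl pinned per well) restoring growth score as division inhibitors or fusion activators.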
Numbers without * were called inactive; ? = inconclusive; nt = not tested or not shown; & = joins results of further samples; [ ] = remark or other dose. Unless noted, the call rests on the fitted dose curve; in most records, active means well fitted curve in the direction sought with a large enough effect; inconclusive means small, poorly fitted or top-dose-only effect, or another doubt; inactive means no such curve, though single readings can be large; an effect the other way counts as inactive or inconclusive. An excerpt; rates above refer to the full screens.

SMILES	USP2a inh	Chronic BCR inh	TSHR antag	KCNH2 WT inh	Eya2 phos inh	ASM inhibitor	Menin MLL FP TR	MBNL1-CUG inh	GALK inh	PKM2 activator	Mito fusion yeast
CCCCn1c(=O)c(C(=O)NCc2ccc(Cl)cc2)c(O)c2ccccc21	0%	0%	-5	15	-3%	-6%	-7%	-2%	2%	12%	3%
N[C@@]1(C(=O)O)CC[C@@H](C(=O)O)C1	1%	?	-11&5	-5	-5%&-5%	6%	2%	nt	nt	nt	-13%&-5%
Cc1noc(C)c1S(=O)(=O)N(CC(=O)Nc1ccc2c(c1)OCCO2)c1ccc(C(C)C)cc1	-2%	?	-28	-1	-9%	-6%	-3%[11.7 µM]	-5%	2%	0%	1%
CC(C(=O)c1ccccc1)N1C(=O)c2ccccc2C1=O (centres undefined)	1%	?	9	-3	-1%	0%	-1%	nt	0%	13%	3%
C=C(C)[C@@H]1CC=C(CN2CCN(Cc3ccccc3)CC2)CC1	4%	0%	-13	6	0%	-4%	nt	6%	1%	nt	-78%[inhibitor]
CCCCCn1c(=O)c(C(=O)Nc2nc3ccccc3[nH]2)c(O)c2ccccc21	3%	?	-5	-6	15%	66%	nt	-10%	0%	-9%	-8%
CN(C)c1ccc(P(=S)(N(C)C)N(C)C)cc1	-6%	6%	11	11	12%	5%	-6%	-16%	2%	-11%	-5%
COc1ccc(/C=N/NC(=O)c2cccnc2)cc1COc1ccc([N+](=O)[O-])cc1	0%	?	-10	10	-26%	-14%	nt	13%	-2%	-1%	4%
O=c1c2ccccc2nc(/C=C/c2cc(Br)ccc2O)n1CCCO	2%	?	-8	2	4%	3%	43%[activator]	3%	-4%	nt	9%
Brc1ccccc1	0%	-1%	1	1	9%	-13%	nt	-8%	2%	-10%	-5%
Cc1sc2c(c1C)C(=O)NC(c1ccccc1F)N2 (centres undefined)	2%	?	-10	-8	-3%	0%	nt	7%	-5%	-7%	-13%
O=C(NC1CN2CCC1CC2)c1cccc(Cl)c1 (centres undefined)	0%	?	1	7	-1%	3%	-10%	-6%	5%	nt	5%
CC(C)CCC1(CCc2ccncc2)C(=O)NC(=O)NC1=O	0%	-21%	8	-1	3%	10%	-15%	?	1%	-1%	-4%
CC(=O)OC1N=C(c2ccccc2)c2cc(Br)ccc2NC1=O (centres undefined)	0%	-10%	1	-14	9%	2%	-28%	1%	1%	-1%	0%
Cc1ccc(C(=O)N/C(=C\Cl)P(=O)(c2ccccc2)c2ccccc2)cc1	4%	-6%	1	-6	-2%	0%	-3%	-15%	-1%	-1%	0%
OC1(CN2CCOCC2)C2CC3CC(C2)CC1C3 (centres undefined)	0%	1%	3	-7	12%	0%	-18%	1%	0%	-4%	-1%
Cc1nn(Cc2ccccc2)c(C)c1C(=O)OCC(=O)NC1CCS(=O)(=O)C1 (centres undefined)	-1%	-13%	-3	-3	3%	4%	-5%	?	1%	2%	-5%
Cc1ccsc1CNCCc1ccccc1F	1%	3%	-6	-4	0%	0%	-1%	-3%	-4%	0%	3%
CC(C)(C)c1cc(C=C(C#N)C#N)cc(C(C)(C)C)c1O	0%	?	-81*	-1	5%&3%	-2%	?	nt	nt	nt	29%&-22%
Cc1ccc(Sc2c(C)[nH]n(C(C)(C)C)c2=O)cc1	4%	13%	-22	11	-1%	5%	0%	3%	-2%	4%	-6%
COc1ccc(N=Cc2c(O)n(Cc3ccccc3)c(=S)[nH]c2=O)c(OC)c1	17%	3%	13	0	?	12%	nt	nt	-1%	-5%	-2%
Cc1cc(C(=O)O)c(C)n1C1CC1	10%	?	21	-16	9%	-3%	nt	-3%	-1%	1%	13%
CCOC(=O)c1c(C)n(CCOC)c2ccc(O)cc12	-1%	?	2	5	0%	3%	-7%	11%	-4%	13%	0%
Cc1cccc(OP(N)(=O)Oc2cccc(C)c2)c1	2%	?	0	-5	-30%	0%	nt	1%	-2%	-5%	-9%
Cc1ccc(CS(=O)(=O)CCC(=O)N2CCC3(CC2)OCCO3)cc1	0%	-3%	-3	6	-22%	3%	16%	1%	1%	-6%	-6%
O=C1C2CCCN2C(c2ccc(Cl)c(Cl)c2)N1c1ccccn1 (centres undefined)	-2%	?	5	-2	0%	1%	13%	2%	-2%	12%	-1%
Cn1c(O)c(C=NCCN2CCOCC2)c(=O)n(C)c1=S	6%	-18%	6	-5	9%	4%	nt	-5%	-2%	-2%	-1%
O=C(Cc1ccccc1)N1CCN(Cc2ccccc2Cl)CC1	5%	1%	5	nt	0%	-5%	?	1%	-6%	nt	6%
C[C@H]1CCCC(=O)CCCCCc2cc(O)cc(O)c2C(=O)O1	-2%	?	4	-15	1%	0%	7%	-9%	6%	7%	18%
COC(=O)C1=C(c2cc3ccccc3o2)C[C@@H]2CC[C@H]1N2C	1%	0%	-7	1	2%	1%	nt	nt	nt	nt	-1%
Cc1nc2c(=O)n(C)c(=O)nc-2n(C)n1	-1%	?	31	-4	35µM*	4%	1%	?	?	-11%	-25%
CCOc1ccc(C2C(C#N)=C(N)Oc3c2c(=O)oc2ccccc32)cc1 (centres undefined)	3%	?	36	-3	-19%	-3%	?	62%[activator]	-1%	-15%	2%
O=[N+]([O-])c1cc(-n2cnnn2)c(O)c([N+](=O)[O-])c1	-1%	5%	-6	-3	2%	-5%	nt	?	-7%	-1%	-1%
O=C1/C(=C\c2cccnc2)N2CCC1CC2	8%	4%	25	5	-32%	6%	nt	-3%	-3%	7%	-7%
OC(Cn1c2ccccc2c2ccccc21)C[n+]1cccc2ccccc21 (centres undefined)	2%	?	2	8	-12%	-9%	-17%	?	0%	6%	-2%
COc1cccc(CNCCc2cccc(F)c2)c1OC	-1%	?	3	-26	0%	-1%	-14%	4%	1%	0%	-6%

Reformatted with two lines to a compound: five of the compounds above
Order of values – USP2a inh, Chronic BCR inh, TSHR antag, KCNH2 WT inh, Eya2 phos inh, ASM inhibitor, Menin MLL FP TR, MBNL1-CUG inh, GALK inh, PKM2 activator, Mito fusion yeast
CC(=O)OC1N=C(c2ccccc2)c2cc(Br)ccc2NC1=O (centres undefined)
 : 0%, -10%, 1, -14, 9%, 2%, -28%, 1%, 1%, -1%, 0%
Cc1ccc(C(=O)N/C(=C\Cl)P(=O)(c2ccccc2)c2ccccc2)cc1
 : 4%, -6%, 1, -6, -2%, 0%, -3%, -15%, -1%, -1%, 0%
OC1(CN2CCOCC2)C2CC3CC(C2)CC1C3 (centres undefined)
 : 0%, 1%, 3, -7, 12%, 0%, -18%, 1%, 0%, -4%, -1%
Cc1nn(Cc2ccccc2)c(C)c1C(=O)OCC(=O)NC1CCS(=O)(=O)C1 (centres undefined)
 : -1%, -13%, -3, -3, 3%, 4%, -5%, ?, 1%, 2%, -5%
Cc1ccsc1CNCCc1ccccc1F
 : 1%, 3%, -6, -4, 0%, 0%, -1%, -3%, -4%, 0%, 3%
